pCIP destab: p/CIP-EGFP fusion destabilizers, primary screen, fluorescence, F442A cells | Q05BA5 | 16 h | decrease of EGFP signal, % at 10 µM | 290,000 tested, 0.01% active;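 active means EGFP signal decrease of at least 30% at 10 µM or well 3 SD below plate mean, unless failing retest; inactive means the rest, including hits failing retest or dose response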; further: some compounds called inactive have numbers as strong as hits; many of its hits are not listed in these tables
GalR3 antagonist: GalR3 antagonists in HEK293 cells, primary screen, cell-based, fluorescence readout | Galanin receptor type 3 (Homo sapiens), O60755 | HEK293 GalR3-CNG cAMP membrane potential fluorescence; galR3 body fused to GalR1 C-terminus | inhibition, % at 3 µM | 360,000 tested, 0.44% active | AID 651719, 2012;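 active means inhibition above the screen-wide average plus 3 SD, cut at about 13% in these data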;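 further: forskolin and galanin both at EC90 stimulate the cells; cAMP rise reported by CNG channel membrane potential dye signal; 0% = forskolin plus galanin with DMSO and 100% = forskolin alone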
Target sequence (O60755 1-299 limits assumed): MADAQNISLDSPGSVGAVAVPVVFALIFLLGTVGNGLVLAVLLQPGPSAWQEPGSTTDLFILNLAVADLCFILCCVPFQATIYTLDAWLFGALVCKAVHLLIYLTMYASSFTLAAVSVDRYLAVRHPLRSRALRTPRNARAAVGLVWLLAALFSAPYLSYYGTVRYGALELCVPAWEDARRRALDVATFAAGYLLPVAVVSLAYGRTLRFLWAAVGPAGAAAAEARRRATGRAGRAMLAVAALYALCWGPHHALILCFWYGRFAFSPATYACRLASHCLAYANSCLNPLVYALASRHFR
IDE cell inh: human IDE inhibitors in live cells, primary screen, fluorescence polarization, HEK cells, FAbetaB substrate | 320,000 tested, 0.41% active | inhibition, % at 5.59 µM | FAbetaB cleavage | Insulin-degrading enzyme (Homo sapiens), P14735 | AID 434962, 2010;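 active means percent inhibition above the average of all tested compounds plus 3 SD, set per screening campaign, cut at about 16% in these data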;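 further: IDE supplied by intact live HEK cells; FP after avidin binding of uncleaved biotin substrate so inhibition keeps polarization high; 0% = DMSO wells and 100% = 60 µM reference IDE inhibitor Ii1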
CRFBP-R2 agonist: agonists of CRF-BP/CRF-R2 complex, primary screen, cell-based, HEK293, calcium dye fluorescence, uHTS; CRF-binding protein / CRF receptor 2 complex (human); calcium dye fluorescence (FLIPR); percent of saturating CRF peptide response; AID 588473, 2011; 350,000 tested, 0.46% active; activation, % at 13.2 µM;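 active means activation of at least 50%, plus an integration ratio under a set limit after plate pattern correction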;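 further: plate controls were neutral control wells without compound for no effect and CRF at EC100 for full effect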
M4 PAM: human M4 muscarinic receptor positive allosteric modulators, primary screen, CHO-K1 cells, Fluo-8 calcium fluorescence; 360,000 tested, 0.4% active; activation, % at 3 µM; Muscarinic acetylcholine receptor M4 (Homo sapiens), P08173; CHO-K1 hM4/Gqi5, ACh EC20; 0% = ACh EC20, 100% = maximal ACh;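 active means activation above its plate's cutoff, the mean activation of sample wells plus 3 SD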; further: some results filed as inactive read as strong as hits
Target sequence (P08173 whole entry, looked up): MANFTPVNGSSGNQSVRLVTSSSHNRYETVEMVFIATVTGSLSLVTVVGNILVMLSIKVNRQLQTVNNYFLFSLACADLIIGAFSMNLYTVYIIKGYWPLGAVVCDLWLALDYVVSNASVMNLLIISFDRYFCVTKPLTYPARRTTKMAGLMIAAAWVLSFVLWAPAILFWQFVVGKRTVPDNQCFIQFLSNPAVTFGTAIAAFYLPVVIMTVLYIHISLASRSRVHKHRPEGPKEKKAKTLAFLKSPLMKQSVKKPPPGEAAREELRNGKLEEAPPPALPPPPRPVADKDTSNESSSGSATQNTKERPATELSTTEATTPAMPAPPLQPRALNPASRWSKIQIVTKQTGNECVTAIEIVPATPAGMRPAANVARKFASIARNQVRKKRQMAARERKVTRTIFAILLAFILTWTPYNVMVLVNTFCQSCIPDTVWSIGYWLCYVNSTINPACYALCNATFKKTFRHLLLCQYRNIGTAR
CRFR2-BP antag: antagonists of CRF-BP/CRF-R2 complex, primary screen, cell-based, HEK293, calcium dye fluorescence, uHTS | 350,000 tested, 0.59% active | AID 588475, 2011 | CRF-induced calcium fluorescence | inhibition, % at 11.8 µM;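 active means inhibition of the ligand-induced calcium signal above about 50% at the single tested concentration, limit read from the data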
MEKK3 PB1 HTS: modulators of MEKK3-MEK5 PB1 binding, primary screen, biochemical, wildtype MEKK3, multiplex bead flow cytometry, Alexa488-MEK5. Mitogen-activated protein kinase kinase kinase 3 (Homo sapiens), Q99759. bead-based flow cytometry, Alexa488-MEK5 binding to MEKK3; actives lie on both sides; 0 = blocked by unlabeled MEK5, 100 = vehicle. binding response (% of control), % at 10 µM. 290,000 tested, 1.4% active. AID 1529, 2009;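 active means binding response more than 3 SD above or below the average of its plate-row segment, actives on both sides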;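 further: Alexa488 bead fluorescence after subtracting the streptavidin-only scavenger bead signal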
PHOSPHO1 inh: PubChem AID 1565; Phosphoethanolamine/phosphocholine phosphatase (Homo sapiens), Q8TCT1; inhibition, % at 13.3 µM; 290,000 tested, 1.1% active; recombinant PHOSPHO1, absorbance phosphatase assay; in the data active means inhibition above about 60%
Target sequence (Q8TCT1 whole entry, looked up): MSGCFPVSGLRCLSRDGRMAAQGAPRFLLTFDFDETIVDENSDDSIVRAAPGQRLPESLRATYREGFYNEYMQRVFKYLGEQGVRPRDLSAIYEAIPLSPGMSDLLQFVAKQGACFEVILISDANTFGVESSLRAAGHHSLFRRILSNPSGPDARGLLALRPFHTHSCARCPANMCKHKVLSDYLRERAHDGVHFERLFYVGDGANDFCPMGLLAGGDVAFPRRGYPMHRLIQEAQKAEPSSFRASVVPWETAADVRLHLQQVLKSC
IDE act: human IDE activators in live cells, primary screen, fluorescence polarization, HEK cells, FAbeta-B substrate. activation, % at 5.96 µM. FAbeta-B cleavage; 0% vehicle, 100% cell-free pure enzyme wells. Insulin-degrading enzyme (Homo sapiens), P14735. 340,000 tested, 0.073% active;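 active means activation above the mean of all tested compounds plus 3 SD, set per screening campaign, cut at about 17% in these data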
* hit, by the source's call; x = no result given.

structure	CRFBP-R2 agonist	MEKK3 PB1 HTS	pCIP destab	M4 PAM	GalR3 antagonist	IDE act	IDE cell inh	PHOSPHO1 inh	CRFR2-BP antag
Nc1[nH]n2c(=O)cc(-c3ccccc3)nc2c1N=Nc1ccc(S(N)(=O)=O)cc1	-1.5	97.0	-5.8	18.3	5.2	3.2	0.1	36.3	8.3
Cc1ccc(C(=O)NCC(=O)OCC(=O)Nc2ncc(C(F)(F)F)cc2Cl)cc1	0.9	98.0	-4.1	0.2	-2.9	-6.4	-2.2	11.3	-5.9
C/C(=N/NC(=O)c1ccccc1O)c1ccc(N2C(=O)C3CCCCC3C2=O)cc1 (centres undefined)	-1.0	102.0	-6.0	3.1	1.5	2.0	-1.0	36.6	-7.4
CCOC(=O)C1CSC(CC(=O)Nc2ccc(OCC)cc2)C(=O)N1 (centres undefined)	-0.3	111.0	3.5	-4.4	1.8	-2.8	-1.2	-32.2	0.2
O=C(CN1CCN(c2ccccc2F)CC1)NCc1ccc(Cl)cc1	0.3	99.0	-7.3	7.4	-3.7	-0.6	6.6	39.0	-4.4
N/C(Cc1cccc2ccccc12)=N\O	1.3	102.0	-8.1	-3.6	3.4	3.2	0.6	23.1	-0.7
Cc1ccc(NC(=O)CCn2cnc3ccccc3c2=O)cc1	0.8	103.0	-12.4	6.3	-4.2	2.3	-0.8	45.4	8.0
Cc1ccc(-n2c(COc3ccccc3)n[nH]c2=S)cc1	0.4	92.0	-8.1	1.7	-1.4	5.2	5.6	44.5	23.3
O=C(O)c1ccc(NC2CC(=O)N(Cc3ccccc3)C2=O)cc1 (centres undefined)	0.3	77.0	7.6	7.2	-6.9	9.2	9.2	-2.8	6.9
Cc1cc2n(n1)C(c1ccco1)Nc1ccccc1-2 (centres undefined)	-0.9	99.0	-1.1	13.6	-3.7	4.4	3.1	12.6	-6.0
COc1ccc(/C=N/NC(=O)c2ccc(COc3ccccc3Cl)o2)c(OC)c1C	-0.9	99.0	5.4	-0.9	-4.6	9.5	-7.3	3.2	3.8
NNC(=O)c1sc(-c2ccc(Cl)cc2)cc1N	-2.0	102.0	-52.8	-6.0	-5.3	-3.2	6.5	13.3	9.2
CCCN=C1N(C)C[C@@H]2[C@@H]3C(=O)N(Cc4ccccc4)C(=O)[C@@H]3[C@](Cc3ccccc3)(C(=O)OC)N12	0.5	x	x	4.2	-8.2	1.5	x	x	-4.6
CN(C)C(=O)COc1ccc(Oc2ccccc2)cc1	1.3	108.0	6.5	9.6	-8.7	-1.6	0.9	32.2	2.3
CCn1c(-c2ccccc2SC)n[nH]c1=S	1.1	100.0	-8.1	11.2	-4.0	-2.3	-0.5	-57.2	-7.1
Cc1cccc(Cn2c(SCCN3CCCCC3)nc3c2c(=O)[nH]c(=O)n3C)c1	-4.3	103.0	-7.7	-12.1	x	5.9	1.2	-0.6	-27.7
Cc1n[nH]c(C)c1NC(=O)CSc1nnnn1-c1cccc(F)c1	-1.7	x	x	12.7	-1.8	6.1	0.0	x	2.6
Cc1ccc(-c2nc3ccc(Br)cn3c2CC(C)(C)C)cc1	1.3	x	x	0.6	-5.1	x	x	x	-20.9
CCOC(=O)C1CCN(Cc2cnc(Oc3ccc(OC)cc3)s2)CC1	-1.8	90.0	-23.2	0.6	4.5	2.8	-3.9	16.2	19.3
Cc1ccc(C(=O)NCC(=O)NCCSc2ccc(Br)cc2)cc1	-0.3	x	x	11.5	-2.8	2.6	-2.0	x	6.6
Nc1cccc2c(=O)[nH][nH]c(=O)c12	-0.5	x	x	-0.3	-2.7	2.8	x	x	11.4
O=C(NCc1ccccn1)c1ccc(NS(=O)(=O)c2cccc([N+](=O)[O-])c2)cc1	0.4	x	x	3.4	0.5	1.3	1.4	x	-2.3
CCOc1cc(/C=N/O)ccc1OS(=O)(=O)c1ccc(C)cc1	2.1	104.0	-7.8	-6.1	0.1	-0.2	4.7	16.9	-8.1
Nc1nc2nonc2nc1N1CCCCC1	2.2	108.0	-1.3	-4.2	-0.4	1.2	2.9	-1.6	11.0
FC(F)(F)C1=Nc2cccc3cccc(c23)N1	1.7	x	x	4.5	-5.9	2.1	x	x	-5.5
Cc1ccccc1NS(=O)(=O)c1cccc2nsnc12	-0.5	104.0	5.7	-0.2	-10.0	2.1	2.3	x	12.8
CC(=O)c1ccc(NC(=O)c2cc(C)nc3ccccc23)cc1	4.1	106.0	-8.7	1.0	-7.0	-1.8	-5.6	19.1	-4.1
COC(=O)N/N=C/c1ccc(-c2cc(Cl)ccc2Cl)o1	-5.3	91.0	10.1	0.6	-9.5	4.5	5.7	7.0	-2.9
CCC1CCCCN1C(=O)CSc1nnc(-c2cccs2)o1 (centres undefined)	-1.7	100.0	-8.0	1.8	-1.1	1.7	-3.0	34.2	-13.4
Cc1cccc(N2C(=O)CC(N(C(=O)c3ccco3)c3cccc(C)c3)C2=O)c1 (centres undefined)	3.7	111.0	-2.4	0.6	-8.3	5.6	-1.0	-7.3	-19.1
Cc1cc(C(=O)Nc2ccc(C)c(S(=O)(=O)N3CCOCC3)c2)c2ccccc2n1	-1.0	x	x	-14.8	3.3	2.4	-2.3	x	8.7
COc1ccc(NC(=O)C2CCCN2C(=O)OCc2ccccc2)c(OC)c1 (centres undefined)	-0.6	106.0	-6.5	-2.1	-0.5	2.8	2.0	17.5	3.2
CCOC(=O)C(=Cc1c[nH]c2ccc(S(=O)(=O)N(C)C)cc12)C(=O)OCC	-1.5	102.0	-4.6	-3.7	-6.5	3.1	0.5	36.8	-4.1
CCc1cccc(NC(=O)Cc2ccc([N+](=O)[O-])cc2)c1	-0.6	101.0	-13.7	-4.4	-1.3	6.0	4.2	0.3	30.1
O=C(CSc1ccc2c(c1)OCCO2)Nc1ccc2c(c1)OCO2	-2.4	101.0	4.9	-8.6	x	4.8	9.9	21.0	12.0
CC(C)NC(=O)C(C)N1CCN(S(=O)(=O)c2ccc3ccccc3c2)CC1 (centres undefined)	1.5	99.0	2.8	-4.3	-3.8	5.2	0.1	-11.8	-6.0
CCN1CCN(c2ccc(S(=O)(=O)N(CC)CC)cc2[N+](=O)[O-])CC1	-1.4	85.0	-2.3	6.0	-1.1	8.3	2.4	-5.7	-5.5
CCN1C(=O)[C@H]2[C@@H](c3ccc(C(F)(F)F)cc3)N[C@]3(CCCN(Cc4ccc(Cl)cc4)C3=O)[C@H]2C1=O	-0.8	x	x	-0.1	-5.4	x	x	x	-11.3
CC(O)c1nc2ccccc2n1CCOc1ccccc1 (centres undefined)	-0.8	95.0	-24.3	0.8	-3.9	7.5	0.2	-0.8	-11.8
OC[C@H]1OC(O)[C@H](O)[C@@H]1O (some centres undefined)	1.2	x	x	-5.9	x	4.3	3.2	x	-12.6
O=C(COC(=O)c1ccc2ccccc2n1)Nc1ccccc1Br	-2.8	x	x	1.1	-6.0	5.0	1.8	x	2.6
Cc1ccc(OC(C)C(=O)Nc2ccccc2C(=O)N2CCN(C)CC2)cc1 (centres undefined)	-0.2	97.0	-16.0	-1.8	-1.5	-1.9	-2.0	x	1.2
O=C(Nc1cccc(S(=O)(=O)N2CCCCC2)c1)c1ccccn1	5.1	102.0	-3.7	-1.9	-2.8	1.9	-6.9	-9.8	-9.0
O=C(CNc1ccccc1Cl)c1ccc(Br)cc1	-0.8	104.0	-8.5	0.2	-4.9	1.2	-2.8	20.1	10.5
Cc1ccc(NC(=O)CN2C(=O)S/C(=C\c3ccc(-c4cccc(C(=O)O)c4C)o3)C2=O)cc1C	10.6	102.0	-28.2	-3.4	10.3	-4.6	x	32.0	-2.9
CCCCN1C(=N)N([C@@H](CCC)CN2CCC[C@H]2CN2C(N)=NC[C@H]2C(C)C)C[C@H]1[C@H](C)CC	2.0	x	x	-0.3	-3.6	5.5	9.1	x	-3.6
CCOC(=O)C1=C(C)N(CCCC(=O)O)C(=O)NC1c1cccs1 (centres undefined)	-0.9	112.0	x	13.1	-4.5	2.7	3.7	x	-1.8
O=C(c1ccc(S(=O)(=O)NCc2ccco2)cc1)N1CCCC(C(F)(F)F)C1 (centres undefined)	-0.1	x	x	0.5	-0.9	-4.9	-3.5	x	9.6
CCOc1ccc(NC(=O)NCCN2CCN(c3ccccc3F)CC2)cc1	-2.9	110.0	-5.1	-7.0	-9.4	0.2	5.1	7.1	-10.2
COc1cc(CNCC(O)c2ccccc2)ccc1OCc1ccc(Cl)nc1 (centres undefined)	4.1	105.0	-12.1	-3.0	25.5*	-2.5	-3.1	4.8	11.4

An excerpt of these results, with values ahead of the structure.
CRFBP-R2 agonist,MEKK3 PB1 HTS,pCIP destab,M4 PAM,GalR3 antagonist,IDE act,IDE cell inh,PHOSPHO1 inh,CRFR2-BP antag,SMILES
1.3,x,x,0.6,-5.1,x,x,x,-20.9,Cc1ccc(-c2nc3ccc(Br)cn3c2CC(C)(C)C)cc1
-1.8,90.0,-23.2,0.6,4.5,2.8,-3.9,16.2,19.3,CCOC(=O)C1CCN(Cc2cnc(Oc3ccc(OC)cc3)s2)CC1

(further entries)
structure	CRFBP-R2 agonist	MEKK3 PB1 HTS	pCIP destab	M4 PAM	GalR3 antagonist	IDE act	IDE cell inh	PHOSPHO1 inh	CRFR2-BP antag
COc1ccc(-c2oc(NC(=O)c3ccc(C)cc3)c(C#N)c2-c2ccc(OC)cc2)cc1	1.7	104.0	-0.2	-7.1	-1.4	-3.6	-0.3	9.1	1.9
COc1ccc(Cl)cc1C(=O)Nc1cccnc1Cl	1.6	104.0	-6.3	5.2	-0.6	0.5	-4.3	39.5	2.9
CCOc1ccc2nc(N3CCC(C(=O)N4CCN(c5ccccn5)CC4)CC3)sc2c1	-0.5	86.0	-13.3	-11.6	x	-0.4	0.1	6.1	-5.4
CCCC(=O)Nc1ccccc1-c1nnn(CC(=O)Nc2ccc(OCC)cc2)n1	0.6	98.0	-27.7	4.2	-3.8	-2.5	1.9	-3.5	5.8
Cc1nnc(SCC(=O)Nc2nccs2)n1C(C)C	0.1	95.0	-8.1	2.9	-2.0	7.3	-2.3	32.8	9.3
COc1ccc(-c2[nH]ncc2C=O)cc1	1.4	102.0	-5.1	-13.2	2.0	-1.5	4.7	-7.8	0.4
FC(F)(F)c1cccc(-n2cc(-c3ccccc3)[nH]c2=S)c1	-0.9	102.0	4.0	-9.6	-9.2	-4.4	0.1	-60.6	-8.8
Cc1ccnc(N2CCCC(C(=O)Nc3nnc(C)s3)C2)n1 (centres undefined)	0.9	103.0	8.9	15.1	-6.3	-6.3	6.0	-2.2	-24.5
O=[N+]([O-])c1ccc(NN=Cc2cccc([N+](=O)[O-])c2)cc1	6.0	x	x	-2.1	-8.0	-0.1	x	x	-11.6
O=C(O)C1CC(c2ccc(F)cc2)=NO1 (centres undefined)	1.8	68.0	1.7	7.5	-3.5	0.3	-0.7	16.0	-9.4

Bioassay records deposited in PubChem by several laboratories.
